Source: PubChem (several laboratories)
Lipid droplet – hepatic lipid droplet formation modulation | AML12 mouse hepatocytes, oleate lipid droplets, BODIPY imaging | inhibition, % at 6.5 µM | hit rate 0.4% among 240,000 | AID 1656;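 active = lipid droplet intensity inhibited by at least 50%, with more than 500 cells counted; inconclusive = wells with under 300 cells, treated as cytotoxic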
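Material – AML12 mouse liver cells · Also added – oleate loading, 100 µM · Compound dosing – 6.5 µM single-point dosing · Times – overnight treatment with compound plus oleate · Measured by – fluorescence imaging, 20x objective, two fields per well · Read-out – percent inhibition of filter-corrected integrated lipid droplet intensity per well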
T cell HTS – modulates CD8 T cell binding to vesicles | 2C CD8+ T cell-vesicle binding, flow cytometry; stronger effect = lower value | calls only at 7 µM | hit rate 0.068% among 330,000;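 active = response, share of CD8 T cells binding vesicles, and their 90th percentile fluorescence all below set limits, cut at about 80% in these data, passing the limit was not always enough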
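Also added: QL9-peptide-loaded Drosophila micro-vesicles bearing Ld, ICAM-1 and B7-1; Test system: purified 2C TCR transgenic mouse naive CD8+ T cells; Measured by: cytometric PE anti-B7-1 and Alexa647 anti-CD8 signals after 1% paraformaldehyde fixation; Timing: binding step 1.5 h, 37 °C, antibody labelling 20 min, ice.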
Myeloid diff MLP – myeloid differentiation induction; ER-HoxA9 myeloid progenitors, lysozyme-GFP differentiation, flow cytometry; calls only at 10 µM; hit rate 1% among 360,000; AID 624256;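 active = normalized GFP-positive differentiation at or above the plate's own cutoff, the solvent-only control mean plus 3 SD; inconclusive = no clear call, values can overlap the other calls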;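 note: cells exposed to compound for four days before flow analysis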
Lipid droplet cells 6.5 µM – second read-out of Lipid droplet, no call of its own (marks repeat the call); cell count; measured here: cell count, cytotoxicity flag;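 cells counted across two imaged fields per well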
T cell HTS vesicle-bound % – further read-out of T cell HTS, marked with its call; double positive events, %; measured here: CD8+ vesicle-bound cell fraction;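 binding gate set so that unloaded-vesicle control wells show 10% double positive cells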
Myeloid diff MLP GFP+ MAC1+ % – second read-out of Myeloid diff MLP, no call of its own (marks repeat the call); GFP+ MAC1+ double positive, %; measured here: differentiation confirmed by MAC1 staining
An asterisk follows results filed as active; i = inactive; ? = inconclusive; nt = no result given; + = active, no number.

Structure	Lipid droplet	Lipid droplet cells 6.5 µM	T cell HTS	T cell HTS vesicle-bound %	Myeloid diff MLP	Myeloid diff MLP GFP+ MAC1+ %
COc1cccc(N=Cc2c(O)c3ccccc3oc2=O)c1	-2	771	i	31	i	0.7
O=C(NC(=S)Nc1cccc([N+](=O)[O-])c1)C1CCCC1	-5	828	i	4	i	1.2
Nc1nonc1-n1nnc(C(=O)N/N=C/c2cccnc2)c1CSc1ccccc1	28	723	i	16	i	0.9
CCOC(=O)c1c(CN2CCOCC2)oc2ccc(OC(C)=O)cc12	3	782	i	64	i	0.3
CCOc1ccc(C(=O)N2CCC3(CC2)NCCc2[nH]cnc23)cc1	26	688	i	41	i	0.9
CCOC(=O)c1c(-c2ccccc2)c2cc(OC)ccc2n1CCCN(C)C	-1	780	i	58	i	0.3
CSc1ccc(CCNC(=O)C2CCCN(c3nn4c(=O)cc(C)nc4s3)C2)cc1 (centres undefined)	4	777	i	24	i	0.7
O=C(C1CC(=O)N(c2ccc(F)cc2)C1)N1CCN(c2ccccc2)CC1 (centres undefined)	16	784	i	6	i	0.7
Oc1ccc2ccccc2c1-c1sc(Nc2ccccc2)n[n+]1-c1ccc(F)cc1	4	799	i	22	i	1.7
S=C(NCc1ccccc1)Nc1ccc2ccccc2c1	2	744	i	5	i	0.6
CCOC(=O)C1CCN(Cc2cc(=O)oc3c(C)c(C)ccc23)CC1	-3	828	i	60	+	5.8*
COc1ccccc1N1C(=O)C2C3C=CC(CC3)C2C1=O (centres undefined)	8	822	i	64	i	0.5
COC(=O)COc1coc(CN2CCN(c3cccc(Cl)c3)CC2)cc1=O	19	646	i	15	i	2.8
Cn1c2ccccc2c2cnn(CC(=O)NCCCN3CCN(c4ccccc4F)CC3)c(=O)c21	-6	728	i	40	i	1.8
CCNC(=O)CC1C(=O)N(c2ccccc2)C(=O)N1CCOC (centres undefined)	1	783	i	46	i	1.6
CCOC(=O)c1c(NC(=O)CC)sc2c1CCN(Cc1ccccc1)C2	0	713	i	11	i	3.6
Cc1c(C)c2cc(Cl)c(OCC(=O)N3CCN(c4ccc(F)cc4)CC3)cc2oc1=O	4	703	i	36	i	2.0
O=C(Cc1ccccc1)Nc1nnc(-c2ccccc2)o1	0	760	i	30	i	2.0
COc1cc(OC)c(OC)cc1CN1CCN(C(=O)CC(C)C)CC1	-7	814	i	61	i	0.6
Cc1cc(S(=O)(=O)N2c3ccc(F)cc3CCC2C)ccc1-n1cnnn1 (centres undefined)	10	774	i	21	i	1.0
CCN(CC)C1CCN(C(=O)c2ccc(OC3CCN(Cc4ccccn4)CC3)cc2)C1 (centres undefined)	-4	743	i	23	i	4.9
CC(=O)N1c2ccc(S(=O)(=O)N3CCC(C(=O)NC(C)c4ccccc4)CC3)cc2CC1C (centres undefined)	-1	780	i	26	i	3.6
COc1cccc(-c2c(NC(=O)c3ccco3)oc3ccccc3c2=O)c1	8	808	i	28	i	2.5
CC1=NN(c2ccc(C(=O)O)cc2)C(=O)/C1=C/c1ccc(-c2ccccc2F)o1	3	811	i	26	i	1.3
Cc1ccc2c(c1)N(C(=O)CCC(=O)NC1CCN(Cc3ccccc3)CC1)CC(C)O2 (centres undefined)	0	716	i	47	i	4.7
CCN(CC)C(=O)c1ccc(-c2nnc(Nc3ccc(C(=O)NC)cc3)c3ccccc23)cc1	-2	832	i	44	i	0.3
O=C(CNC(=O)c1ccc(Cl)cc1)OCC(=O)c1ccccc1	0	859	i	63	i	0.4
CC(C)C(=O)Nc1ccc(Oc2ccc3c(c2)C(=O)NC3=O)cc1	-6	824	i	60	i	0.5
O=C(NCCc1ccc(Cl)cc1)c1ccc(OCC2CCCO2)cc1 (centres undefined)	4	833	i	45	i	6.2
COc1cccc(C(=O)Nc2ccc3[nH]ncc3c2)c1OC	-6	832	i	57	i	0.6
Nc1cc(N)cc(C(=O)Nc2ccc3c(c2)C(=O)NC3=O)c1	-2	870	i	61	i	0.4
COc1cccc(C(=O)Nc2nnc(CCS(=O)(=O)c3ccc(C)cc3)s2)c1	2	665	i	32	i	0.8

Next part
The line under a structure holds: Lipid droplet	Lipid droplet cells 6.5 µM	T cell HTS	T cell HTS vesicle-bound %	Myeloid diff MLP	Myeloid diff MLP GFP+ MAC1+ %
CCCN(CC(=O)Nc1ccccc1C)C(=O)COc1ccc2c(c1)CCC2
→ 0	818	i	12	i	1.3
COc1ccc(CCNC(=O)C(=O)NCC2OCCN2S(=O)(=O)c2ccc(F)cc2)cc1OC (centres undefined)
→ -3	729	i	24	i	1.2
CN(Cc1ccc(C(F)(F)F)cc1)C(=O)c1ccc(Oc2ccccc2)cc1
→ -1	825	i	31	i	1.1
Cn1cc(CCC(=O)N2CCCC(N3CCN(c4ccccc4F)CC3)C2)cn1 (centres undefined)
→ -8	751	i	55	i	0.3
O=C(CNC(=O)c1ccc(Br)cc1)NCc1cccnc1
→ -2	789	i	25	i	1.5
CCNC(=O)NC1(C(=O)N2CCC(Cc3ccccc3)CC2)CCCCC1
→ 0	836	i	41	+	1.2*
Cc1ccccc1NC(=O)CCS(=O)(=O)c1ccc(Br)s1
→ 4	811	i	48	i	0.5
COc1cccc(-c2nc(CS(=O)(=O)CC(=O)NCCCN3CCN(C)CC3)c(C)o2)c1
→ -2	812	i	4	i	1.5
Cn1c(SCc2ccccc2)nnc1-c1ccc(O)cc1
→ -1	808	i	61	i	0.4
CCOc1ccc(-c2c(C(=O)N/N=C(\C)c3ccncc3)nnn2-c2nonc2N)cc1
→ 4	701	i	34	?	nt
COc1ccc(CN2CCN(C3CCC3)CC2CCO)cc1C (centres undefined)
→ 19	789	i	69	i	0.7
O=C(NCc1ccco1)/C(=C\c1ccccc1)NC(=O)c1ccccc1
→ 0	817	i	23	i	0.3
COc1ccccc1CN1CC(C(=O)NCc2cc(C(C)C)no2)CCC1=O (centres undefined)
→ -23	699	i	71	i	0.5
Cc1cccc(NC(=O)Nc2cnccn2)c1C
→ -4	859	i	64	i	0.3
O=C(OCC(=O)N1CCCC1)c1cccc(Br)c1
→ -11	835	i	20	i	0.4
NS(=O)(=O)c1ccc(CCNC(=O)c2ccc(CS(=O)(=O)c3ccc(Br)cc3)o2)cc1
→ -2	720	i	42	i	1.2
O=C1CC(c2ccc3c(c2)OCCO3)Oc2ccc([N+](=O)[O-])cc21 (centres undefined)
→ -20	841	i	30	i	0.7
CC(=O)Nc1ccc(NC(=O)Nc2ccccc2)cc1
→ 16	807	i	17	i	0.4
CC(C)CC(=O)N1CCN(Cc2ccc(C(F)(F)F)cc2)CC1
→ 14	852	i	49	i	0.3
Cc1ccc(CNCC(O)c2ccccc2)s1 (centres undefined)
→ -2	867	i	48	i	0.7
CCC(=O)Oc1ccc(C(=O)Nc2cccc(NC(=O)c3ccco3)c2)cc1
→ -4	805	i	27	i	3.6
O=C1COc2ccc(S(=O)(=O)N3CCCC3)cc2N1
→ 8	691	i	40	i	0.7
CCOc1cc(Br)cc(/C=C2\SC(=Nc3ccccc3)NC2=O)c1O
→ 8	865	i	59	i	0.9
COc1ccc(N2CCN(C(=O)CCc3nnc4ccc(N5CCCC5)nn34)CC2)cc1
→ -8	685	i	32	i	0.5
OC(CN1CCNCC1)Cn1c2ccccc2c2ccccc21 (centres undefined)
→ -3	849	i	28	i	0.5
Cc1cccc(NC(=S)NC(=O)Cc2ccccc2)c1C
→ -1	816	i	41	i	0.5
COc1ccc(OC)c(S(=O)(=O)n2c([N+](=O)[O-])cnc2C)c1
→ 0	849	i	62	i	0.7
O=C1c2ccccc2C(=O)N1CC(O)COc1ccc(Br)cc1 (centres undefined)
→ -1	834	i	64	i	0.3
CCc1ccc(CNC(=O)C2CCN(S(=O)(=O)N3CC(C)CC(C)C3)CC2)cc1 (centres undefined)
→ 0	756	i	4	i	1.0
CCn1c(=S)sc2c(=O)n(CC(=O)Nc3ccc(OC)cc3)c(C)nc21
→ -7	729	i	32	i	0.9
O=C(COc1ccc2ccccc2c1)Nc1ccccc1C(=O)O
→ 5	745	i	9	i	1.2
COc1ccc(CCn2c(=N)c(S(=O)(=O)c3ccccc3)cc3c(=O)n4ccccc4nc32)cc1
→ -14	713	i	2	i	6.0
COc1ccc(/C=N\NC(=O)c2ccccc2)cc1COc1ccc(F)cc1
→ 9	833	i	48	i	0.7
COc1cccc(-c2cccc(NC(=O)C3CCN(Cc4ccc(CO)o4)CC3)c2)c1
→ -13	692	i	68	i	0.4
CSCC[C@H](N)C(=O)N1CCC(C(=O)N[C@@H](C)C(=O)NCc2ccc(F)cc2)CC1
→ 7	835	i	24	i	1.5
Cc1ccc(NC(=O)CN(C)C(=O)c2cccc(Br)c2)cc1
→ -16	827	i	9	i	0.3
O=C(Cn1nnc(-c2ccc([N+](=O)[O-])cc2)n1)NNC(=O)c1ccccc1
→ 59*	763*	i	46	i	1.0
COC(=O)c1ccc(NC(=O)CS(=O)(=O)c2ccccc2)cc1
→ 4	845	i	44	i	0.4
O=C(NCCCn1ccnc1)c1ccc(Br)cc1
→ -20	629	i	45	i	0.5
COc1cc(NC(=O)c2cccnc2)ccc1NC(=O)c1ccccc1Cl
→ -12	770	i	12	i	0.6
CCS(=O)(=O)N1CCC(NC(=O)C(Cc2cc(OC)ccc2OC)NC(C)=O)CC1 (centres undefined)
→ -2	863	i	16	i	0.5
CCOc1ccc(Cl)cc1S(=O)(=O)N1CCC(C(=O)NC2CC2)CC1
→ -2	793	i	10	i	0.6
COc1cc(/C=N/NC(=O)NC23CC4CC(CC(C4)C2)C3)ccc1OCC(N)=O
→ -3	811	i	21	i	0.5
Cc1nc2sccn2c(=O)c1S(=O)(=O)Nc1ccc(N2CCOCC2)c(Cl)c1
→ -8	727	i	33	i	2.2
CCN(CC)C(=O)CSc1nnc(-c2ccc(S(=O)(=O)N3CCOCC3)cc2)n1C
→ 6	860	i	42	i	0.8
Cc1ccc(S(=O)(=O)/N=C(/Nc2cccc(O)c2)c2ccccc2)cc1
→ -10	791	i	51	i	2.4
O=C(NCC(=O)N1CCN(C(c2ccccc2)c2ccccc2)CC1)c1ccccc1F
→ 4	835	i	34	i	0.2
CCCCNC(=O)CCn1c(=O)c2cccn2c2ccc(F)cc21
→ -37	801	i	43	i	0.7

Entries shown so far with an aryl thioether with sulfur outside any ring (4):
The line under a structure holds: Lipid droplet	Lipid droplet cells 6.5 µM	T cell HTS	T cell HTS vesicle-bound %	Myeloid diff MLP	Myeloid diff MLP GFP+ MAC1+ %
Nc1nonc1-n1nnc(C(=O)N/N=C/c2cccnc2)c1CSc1ccccc1
→ 28	723	i	16	i	0.9
CSc1ccc(CCNC(=O)C2CCCN(c3nn4c(=O)cc(C)nc4s3)C2)cc1 (centres undefined)
→ 4	777	i	24	i	0.7
Cn1c(SCc2ccccc2)nnc1-c1ccc(O)cc1
→ -1	808	i	61	i	0.4
CCN(CC)C(=O)CSc1nnc(-c2ccc(S(=O)(=O)N3CCOCC3)cc2)n1C
→ 6	860	i	42	i	0.8

A portion of the library; the hit share may differ from the screen's.
